High-throughput results (PubChem BioAssay)
Coupling enz – coupling enzyme interference in Giardia aldolase counter-screen. coupling enzyme system counterscreen, AmpLite Red fluorescence. activity change, negative = inhibition, % at 58.2 µM, hits read low. 0.67% of 290,000 active; in the data active means activity change below about -30%; further: on the % scale 0 is the no-effect control and ±100 the full control effect
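First, compound is pin-transferred into glyceraldehyde-3-phosphate coupling-enzyme reagent at 57.5 uM final and held 10 min at RT. Next, substrate, coupling system and AmpLite Red are added. After 20 min RT, fluorescence (525/598 nm) is read.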
TRPV1 agonist – agonists of human vanilloid receptor 1 (TRPV1); TRPV1-expressing cells, Fluo-8 calcium influx, agonist mode; activation, % at 8.33 µM; 0.19% of 320,000 active; AID 540275; in the data active means activation above about 80%; inconclusive means between about 30% and that limit; further: 0% is about no effect
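Fluo-8 calcium influx in TRPV1-expressing cells, kinetic read (ex 480/em 520 nm). Compound added and read 3 min for agonist activity, followed by capsaicin at EC20 final and 2 min further read for enhancement.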
A-T KAP1 phos – potential ataxia-telangiectasia treatments restoring KAP-1 phosphorylation; […] A-T fibroblasts, KAP-1 phosphorylation AlphaLISA; neocarzinostatin DNA damage 30 min before lysis; Potency, µM (highest dose often 57.5 µM), for inactives: at the highest dose activation, hits mostly activators; 0.19% of 320,000 active; AID 485349; further: potency means the concentration at half of the fitted maximal effect; % of control where 0% means no effect; nearly all actives have a fitted effect of over 45% in size
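hTERT-immortalized A-T patient fibroblasts ([…]), 500 cells/well in OPTI-MEM, 1% FBS, got compounds for 60 min, then NCS for 30 min at 37C. Lysates were then assayed for phospho-KAP-1 by AlphaLISA (anti-pKAP1 donor, anti-KAP1 acceptor beads), 6 hr at 25C.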
ASM inhibitor – blocks human secretory acid sphingomyelinase; placental ASM, HMU-PC fluorogenic substrate, 60 min; Potency, µM (top dose mostly 57.5 µM), without a hit: top-dose activity change, negative = inhibition, hits mostly inhibitors; 0.006% of 340,000 active; further: potency means the concentration at half of the fitted maximal effect
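Fluorogenic HMU-PC substrate (9 uM final) is turned over by placental ASM in 60 min at 37 C after a 10 min compound preincubation. Reaction ended by alkaline stop (pH 10), with fluorescence read at 386/447 nm.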
MLL CXXC-DNA inh – MLL CXXC-DNA interaction inhibition | Q03164 | MLL-CXXC / FITC-HOXA9 DNA fluorescence polarization | Potency, µM (top dose mostly 115 µM), without a hit: at the top dose activity change, negative = inhibition, hits mostly inhibitors | 0.037% of 290,000 active; active means well fitted inhibition curve with a large enough effect in the polarisation, with a control signal flat, not every such curve was filed as active; inconclusive means small, poorly fitted or top-dose-only effect, or effect the other way, or a change in a side signal; inactive means no such curve, though single readings can be large or run the other way; the % refers to the polarisation; further: potency means the concentration at half of the fitted maximal effect
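Fluorescence polarization: 7 uM MLL-CXXC (stock) preincubated 5 min with compounds, then 50 nM fluorescein-HOX-A9 DNA (stock) added; 30 min ambient. Buffer 50 mM Tris-HCl pH 7.5, 50 mM NaCl, 1 mM DTT, 0.05% BSA.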
KCNH2 3.1 inh – KCNH2 3.1 (human) potassium channel inhibition | 0.95% of 340,000 active | activity change, % (tested at about 1.8 µM) | AID 720553 | U2OS KCNH2 3.1, thallium flux FluxOr; active compounds read low;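 active means maximum activity change below -70%; inconclusive means maximum activity change from -70% to -50%; inactive means maximum activity change above -50%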;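 further: thallium influx rate constant from kinetic fluorescence after stimulation buffer; on the % scale 0 is the no-effect control and ±100 the full control effect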
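Kinetic fluorescence (2 min after stimulation buffer) measures Tl+ influx through KCNH2 3.1 expressed by viral transduction in U2OS cells; the rate constant is normalized against DMSO controls serving as positive and negative references.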
Integrin act MD – activates integrin-mediated alleviation for muscular dystrophy | Potency, µM (top dose mostly 38.3 µM), for the others: top-dose activation, actives largely listed as activators | 0.064% of 350,000 active | AID 624291 | alpha7betagal myoblasts, beta-gal FDG fluorescence, 48 h;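 further: potency means the concentration at half of the fitted maximal effect; 100% = response of the positive control SU9516; nearly all actives have a fitted effect of over 60% in size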
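alpha7betagal+/- myoblasts (passage 13, 250/well) treated 48 h at 37C with compounds at 1:260 dilution of DMSO stock. Lysed, then beta-galactosidase activity read as FDG fluorescence (ex 480/em 540) after 30 min, with pre-read for autofluorescence.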
GALK inhibitor – galactokinase (human) inhibition | Purified GALK, Kinase-Glo residual ATP luminescence | Potency, µM (highest dose often 57.5 µM), inactives show at the top dose activity change, negative = inhibition, hits mostly inhibitors | AID 1868 | 0.007% of 270,000 active | P51570; further: potency means the concentration at half of the fitted maximal effect; on the % scale 0 is the no-effect control and ±100 the full control effect
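The enzyme phosphorylates galactose (100 uM) using ATP (35 uM); inhibition is detected as higher residual ATP, quantified by bioluminescence after 1 h reaction at room temperature, pH 8.0.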
hERG WT inh – blocks the wildtype human KCNH2 potassium channel; Q12809; U2OS, BacMam KCNH2, thallium flux FluxOr; active compounds read low; activity change, % at 1.84 µM; 0.37% of 340,000 active; AID 720551;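 active means maximum activity change below -70%; inconclusive means maximum activity change between -70% and -50%; inactive means maximum activity change above -50%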; further: on the % scale 0 is the no-effect control and ±100 the full control effect
Target sequence (Q12809 whole entry, looked up): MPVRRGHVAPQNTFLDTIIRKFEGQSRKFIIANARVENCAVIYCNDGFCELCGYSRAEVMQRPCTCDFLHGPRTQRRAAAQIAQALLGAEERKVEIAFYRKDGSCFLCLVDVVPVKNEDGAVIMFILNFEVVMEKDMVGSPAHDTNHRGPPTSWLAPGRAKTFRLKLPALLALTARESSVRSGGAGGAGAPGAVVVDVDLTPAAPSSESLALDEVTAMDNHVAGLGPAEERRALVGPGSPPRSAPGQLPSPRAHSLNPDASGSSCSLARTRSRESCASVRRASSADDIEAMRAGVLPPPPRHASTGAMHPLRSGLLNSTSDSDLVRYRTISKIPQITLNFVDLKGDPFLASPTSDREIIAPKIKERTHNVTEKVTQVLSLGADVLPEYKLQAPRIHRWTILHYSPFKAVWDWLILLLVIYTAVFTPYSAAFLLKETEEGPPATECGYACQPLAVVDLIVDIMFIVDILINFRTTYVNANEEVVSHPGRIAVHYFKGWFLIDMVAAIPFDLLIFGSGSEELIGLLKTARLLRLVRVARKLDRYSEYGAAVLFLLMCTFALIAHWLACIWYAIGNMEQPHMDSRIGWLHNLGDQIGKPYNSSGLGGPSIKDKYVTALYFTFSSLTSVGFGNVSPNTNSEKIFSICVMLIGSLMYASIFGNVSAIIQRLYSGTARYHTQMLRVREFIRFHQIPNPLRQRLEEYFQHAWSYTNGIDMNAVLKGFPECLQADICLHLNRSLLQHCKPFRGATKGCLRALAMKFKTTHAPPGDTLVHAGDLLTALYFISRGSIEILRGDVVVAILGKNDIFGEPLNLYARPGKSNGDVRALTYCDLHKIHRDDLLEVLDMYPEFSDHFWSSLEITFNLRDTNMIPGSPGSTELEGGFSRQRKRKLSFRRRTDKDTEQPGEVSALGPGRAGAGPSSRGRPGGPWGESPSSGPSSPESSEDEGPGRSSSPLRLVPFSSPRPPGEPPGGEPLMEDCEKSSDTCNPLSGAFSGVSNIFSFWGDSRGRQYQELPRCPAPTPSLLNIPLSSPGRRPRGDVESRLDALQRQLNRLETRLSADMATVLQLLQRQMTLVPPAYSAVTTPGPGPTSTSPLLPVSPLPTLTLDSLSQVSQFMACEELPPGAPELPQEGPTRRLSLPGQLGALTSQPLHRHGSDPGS
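U2OS cells were transduced with wild-type KCNH2 virus (2.03 x 10^8 / mL) for 4 h at room temperature, then cultured overnight at 37 C. Thallium flux was read with FluxOr dye. Rate constants were normalized to DMSO controls.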
MBNL1-CUG inh – inhibitors of human MBNL1 binding to CUG repeat RNA | Q9NR56 | AID 2675 | Potency, µM (doses to about 57.5 µM), for inactives: at the top dose activity change, negative = inhibition, usual class: inhibitors | 0.036% of 280,000 active | TR-FRET MBNL1-His/biotin-(CUG)12 binding, 665/545 ratio; active means well fitted inhibition curve with a large enough effect in the signal ratio, with a control signal flat, not every such curve was filed as active; inconclusive means small, poorly fitted or top-dose-only effect, or effect the other way, or a change in a side signal; inactive means no such curve, though single readings can be large or run the other way; the % refers to the signal ratio; further: potency means the concentration at half of the fitted maximal effect; on the % scale 0 is the no-effect control and ±100 the full control effect
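His-tagged MBNL1 binding to biotinylated (CUG)12 RNA was measured by TR-FRET using terbium anti-His antibody (0.055 ng/ul final) and streptavidin-XL665 (5 nM final). Compounds were titrated 92 nM to 58 uM; 60 min at room temperature.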
* marks the source's active call; other numbers are inactive results; ? = inconclusive; · = no result given; [ ] = remark or other dose. Unless noted, the call rests on the fitted dose curve; in most records, active means well fitted curve in the direction sought with a large enough effect; inconclusive means small, poorly fitted or top-dose-only effect, or another doubt; inactive means no such curve, though single readings can be large; an effect the other way counts as inactive or inconclusive. An unsorted share of the library (roughly 2% active in at least one column).

SMILES	Coupling enz	TRPV1 agonist	A-T KAP1 phos	ASM inhibitor	MLL CXXC-DNA inh	KCNH2 3.1 inh	Integrin act MD	GALK inhibitor	hERG WT inh	MBNL1-CUG inh
CCS(=O)(=O)N1CCC(C(=O)NCCc2ccccc2)CC1	3	-2	12%	0%	-10%	-2	11%	3%	-18	-7%
COc1cc(CN(C)CC2CCCN(CCc3ccc(F)cc3)C2)c(Cl)cc1O (configuration not stated)	1	-2	1%	3%	4%	5	0%	-2%	47	0%
COc1cccc(/C=C/C(=O)Nc2ccc(C(=O)Nc3cccc(S(N)(=O)=O)c3)cc2)c1OC	-3	8	0%	25%	13%	3	-19%	-3%	1	3%
COc1cc(C(C)=O)ccc1COc1ccc(C(=O)OCC(=O)NC2CCS(=O)(=O)C2)cc1OC (configuration not stated)	-1	1	11%	5%	7%	-30	1%	0%	1	1%
C=CCOc1ccc(C2C(C#N)=C(N)N(Nc3ccccc3)C3=C2C(=O)CC(C)(C)C3)cc1OC (configuration not stated)	-1	23	5%	339%[activator]	-1%	-3	-44%	3%	4	0%
Cc1c(Cl)cccc1NC(=O)CSc1nnc(C)n1-c1ccccc1	4	-1	-1%	2%	3%	22	-4%	7%	25	-3%
CN(C)S(=O)(=O)Nc1ccc2c(c1)Cc1ccccc1-2	0	1	2%	-4%	0%	-1	6%	-4%	-2	2%
Cc1cc(C)n(C(=O)CCCn2cc([N+](=O)[O-])cn2)n1	-1	-9	-5%	6%	5%	-13	13%	1%	2	·
O=C(/C=C/c1cnc2ccccc2n1)NC12CC3CC(CC(C3)C1)C2	0	?	4%	-5%	-11%	0	-40%	-2%	-3	?
COc1ccc(-c2cc(=O)c(C(=O)c3ccc(C)cc3)n[nH]2)cc1	-4	-6	16%	-1%	0%	47	-12%	0%	15	-5%
Cc1ccc2nc(-c3ccc(SCC(=O)Nc4nnc(C)s4)nc3)[nH]c2c1	-1	25	10%	4%	17%	-4	-45%	0%	-7	·
O=C(CC(=O)c1ccccc1)Nc1cccnc1Cl	2	-1	-5%	-1%	-7%	-11	18%	1%	-1	-8%
CC1CC(=O)N(CCc2ccccc2)C(=O)C1	·	·	·	5%	·	-12	39%	·	-8	·
COc1ccc(NS(=O)(=O)c2ccc(C)c(C(=O)N(C)Cc3ccc(OC)cc3OC)c2)cc1	·	6	13%	-2%	·	-7	-22%	·	-1	·
Cn1c(NN)nc2c1c(=O)n(Cc1ccccc1)c(=O)n2C	0	2	-34%	-1%	4%	2	-58%[inhibitor]	·	·	7%
CC(=O)Nc1ccc(NC(=O)C(C)Sc2n[nH]c(-c3ccc(C)cc3)n2)cc1 (configuration not stated)	·	0	-3%	-2%	·	5	-12%	·	-5	·
Cc1oc(-c2ccccc2F)nc1CS(=O)CC(=O)NC1CCCC1 (configuration not stated)	3	3	-6%	-2%	9%	8	10%	-1%	4	-2%
O=C(CCl)Nc1ccc(Oc2cnc3ccccc3n2)cc1	-1	-2	-2%	3%	-3%	-11	-68%[inhibitor]	-3%	-5	28%
O=C(O)CCC(=O)CCC(=O)c1ccccc1	4	-2	0%	6%	1%	-1	17%	1%	2	1%
N#Cc1c(NC(=O)CSc2nnc(-c3ccccc3)o2)sc2c1CCCC2	1	1	-1%	-2%	13%	0	4%	-4%	24	-6%
NC(=O)CCNC(=O)c1ccc(Cl)cc1	4	-5	-2%	4%	-1%	-19	26%	-3%	-8	0%
COc1ccccc1OCc1nc(-c2cccc([N+](=O)[O-])c2)no1	2	1	1%	-2%	11%	-1	24%	6%	11	?
O=C1c2ccccc2-c2onc3ccc(NCc4ccco4)c1c23	-43*	14	22µM*	?	?	-13	0%	9%	-6	?
CC(=O)Nc1c(NCC(C)C)c2ccccc2oc1=O	0	1	-2%	3%	-1%	-21	-56%[inhibitor]	0%	-8	-12%
Cc1cc(C)cc(N2CC(O)=C(c3nc4ccccc4c(=O)[nH]3)C2=N)c1	0	2	-7%	-1%	36%	23	13%	-1%	-2	19%
O=C(N/N=C\c1cc(Cl)ccc1O)c1ccc(S(=O)(=O)N2CCCCC2)cc1	5	?	-2%	-3%	75%[activator]	-7	-36%	1%	17	?
Cc1ccccc1NC(=S)Nc1cccc2cnccc12	-52*	-2	3%	1%	?	12	-8%	1%	2	?
CN(C)c1ccc(/C=N/Nc2ccc(-n3ccnc3)nn2)cc1	-4	-1	-2%	2%	2%	-8	8%	0%	0	?
CCC1CCCCN1CCCNC(=O)CC1Oc2ccccc2NC1=O (configuration not stated)	3	-5	3%	2%	9%	-4	6%	0%	10	3%
CN1CCN(C(=O)COCc2cc(-c3ccc4c(c3)OCO4)on2)CC1	0	4	2%	3%	3%	0	-3%	1%	1	-2%
CC(C)c1nc2c([nH]1)c(=O)n(C)c(=O)n2C	5	-3	-13%	7%	-2%	?	24%	1%	-2	-10%
CC1(CC(=O)N/N=C/c2cc3c(cc2Br)OCO3)OCCO1	0	2	-1%	0%	1%	24	-20%	1%	-2	27%
Cc1cc(C(=O)N/N=C/c2ccccc2)c(C)o1	-3	29	4%	1%	-3%	-7	?	0%	-1	-12%
CN(C(=O)c1cccc(NC(=O)Cc2ccc(NC(=O)C3CCCN(C(=O)C4CCCC4)C3)cc2)c1)C1CCCCC1 (configuration not stated)	·	·	·	-7%	·	1	17%	·	-5	·
CC1=C(C(=O)OCC(C)C)C2(O)C(=O)c3ccccc3C2(O)N1 (configuration not stated)	0	-2	2%	5%	3%	9	-13%	4%	0	1%
COc1ccc(C2C(C(=O)N3CCN(c4ccccn4)CC3)CCC(=O)N2c2ccc(OC)cc2)cc1 (configuration not stated)	1	3	1%	2%	3%	-6	?	7%	0	-10%

Structures above with a nitro group on carbon (2):
SMILES	Coupling enz	TRPV1 agonist	A-T KAP1 phos	ASM inhibitor	MLL CXXC-DNA inh	KCNH2 3.1 inh	Integrin act MD	GALK inhibitor	hERG WT inh	MBNL1-CUG inh
Cc1cc(C)n(C(=O)CCCn2cc([N+](=O)[O-])cn2)n1	-1	-9	-5%	6%	5%	-13	13%	1%	2	·
COc1ccccc1OCc1nc(-c2cccc([N+](=O)[O-])c2)no1	2	1	1%	-2%	11%	-1	24%	6%	11	?

As entered above:
Value for `Cc1cc(C)cc(N2CC(O)=C(c3nc4ccccc4c(=O)[nH]3)C2=N)c1` under Integrin act MD: 13%
Value for `CC(C)c1nc2c([nH]1)c(=O)n(C)c(=O)n2C` under ASM inhibitor: 7%
Value for `COc1ccc(C2C(C(=O)N3CCN(c4ccccn4)CC3)CCC(=O)N2c2ccc(OC)cc2)cc1` (configuration not stated) under KCNH2 3.1 inh: -6

Later entries
SMILES	Coupling enz	TRPV1 agonist	A-T KAP1 phos	ASM inhibitor	MLL CXXC-DNA inh	KCNH2 3.1 inh	Integrin act MD	GALK inhibitor	hERG WT inh	MBNL1-CUG inh
Cc1ccccc1-n1ccnc1SCC(=O)NCc1ccco1	0	-1	0%	-4%	-7%	2	-19%	4%	4	-6%
Cc1nc(NCCc2ccc(S(N)(=O)=O)cc2)c2c3c(sc2n1)CCC3	-1	1	0%	-3%	6%	10	-29%	0%	-10	18%
CCNC(=O)NC(=O)C(C)OC(=O)Cc1coc2cc3c(cc12)CCC3 (configuration not stated)	-3	10	3%	0%	5%	12	24%	0%	-3	-10%
CSc1nccc(N/N=C/c2ccccc2)n1	1	?	6%	12%	18%	-2	-3%	·	0	-9%
Cc1nnc(NC(=O)C2CC(=O)N(c3ccc4c(c3)OCCO4)C2)s1 (configuration not stated)	·	0	11%	0%	·	0	27%	·	-5	·
COc1ccccc1C(=O)NC(CCSC)C(=O)NCc1ccccn1 (configuration not stated)	·	-1	0%	-1%	·	-7	5%	·	0	·

Reformatted comma-delimited: part of the list above
SMILES,Coupling enz,TRPV1 agonist,A-T KAP1 phos,ASM inhibitor,MLL CXXC-DNA inh,KCNH2 3.1 inh,Integrin act MD,GALK inhibitor,hERG WT inh,MBNL1-CUG inh
Cc1ccccc1-n1ccnc1SCC(=O)NCc1ccco1,0,-1,0%,-4%,-7%,2,-19%,4%,4,-6%
Cc1nc(NCCc2ccc(S(N)(=O)=O)cc2)c2c3c(sc2n1)CCC3,-1,1,0%,-3%,6%,10,-29%,0%,-10,18%
